Screening results deposited in PubChem BioAssay by several laboratories.
Hep lipid drop: hepatic lipid droplet formation modulation. AML12 mouse hepatocytes, oleate lipid droplets, BODIPY imaging. inhibition, % at 6.5 µM. 240,000 compounds, 0.4% hits. AID 1656;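 active = lipid droplet intensity inhibited by at least 50%, with more than 500 cells counted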
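Assay system: AML12 hepatocytes (mouse); Probe or stimulus: oleic acid at 100 µM to induce lipid droplet formation; Dosing: compound at 6.5 µM only; Schedule: compound with oleate, overnight; Detection: fluorescence imaging, 20x objective, two fields per well; Measure: % inhibition of lipid droplet signal.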
GPR55 activation: selective activators of receptor GPR55 – imaging, U2OS cells, beta-arrestin-GFP redistribution, primary screen (AID 1961); U2OS GPR55 beta-arrestin-GFP redistribution imaging; higher % means a stronger effect; activation, % at 10 µM, or EC50 in µM where a hit was titrated; 290,000 compounds, 0.048% hits;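 active = activation above 40% with more than 50 cells counted in the well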;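 also: U2OS osteosarcoma cells stably expressing GPR55 and beta-arrestin-GFP; plate controls were DMSO negative control for no effect and LPI positive control for full effect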
Rac1 GTP hydrolysis: MgcRacGAP GTPase-activating activity inhibitors, confirmation, biochemical, ADP Hunter fluorescence; inhibition, % at 30 µM, or IC50 in µM where a hit was titrated; 340,000 compounds, 0.6% hits; MgcRacGAP-stimulated Rac1 GTP hydrolysis, ADP Hunter fluorescence; higher % means a stronger effect; GST-tagged Rac1 F28L mutant substrate;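 active = first-screen hits whose inhibition reached a set limit at any dose in the follow-up dose series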;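 also: fluorescence reports GDP produced by GAP-driven GTP hydrolysis; strong numbers were not always called active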
SV40 large T antigen: TAg ATPase/helicase activity blockers – biochemical (AID 1903); SV40 large T antigen ATPase/helicase inhibition assay; higher % means a stronger effect; inhibition, % at 20 µM, or IC50 in µM where a hit was titrated; 310,000 compounds, 0.39% hits; in the data active = a potency from the dose series; also: strong numbers were not always called active
GPR55 antagonists: GPR55 antagonists blocking LPI-driven arrestin recruitment, primary screen, imaging, U2OS, beta-arrestin-GFP, LPI agonist (AID 2013) | U2OS GPR55 beta-arrestin-GFP translocation imaging, LPI antagonism; higher % means a stronger effect | inhibition, % at 10 µM; hits with a dose series show IC50 in µM | 290,000 compounds, 0.13% hits;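 active = spots per cell inhibited over 60%, with over 100 cells counted and total cytoplasm intensity under 500,000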;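 also: U2OS cells stably carrying GPR55 and arrestin-GFP stimulated by 5 µM LPI near EC80; imaged beta-arrestin-GFP aggregate spots per cell after agonist stimulation; plate controls were LPI-stimulated DMSO wells for no effect and DMSO wells without LPI for full effect; some results filed as inactive read as strong as hits; confirmed hits need IC50 under 10 µM and bright autofluorescent wells are also inconclusive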
NTR1 ag: agonists of NTR1, primary screen, imaging, U2OS cells, beta-arrestin-GFP, high content (AID 493036) | P30989 | NTR1-U2OS beta-arrestin-GFP spot imaging, agonist mode | activation, % at 20 µM | 330,000 compounds, 0.17% hits;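 active = activation at or above 40% of the spot to cytoplasm intensity ratio, with at least 20 cells analyzed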;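 also: 0% = DMSO without peptide and 100% = 100 nM NTR1 peptide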
Target sequence (P30989 whole entry, looked up): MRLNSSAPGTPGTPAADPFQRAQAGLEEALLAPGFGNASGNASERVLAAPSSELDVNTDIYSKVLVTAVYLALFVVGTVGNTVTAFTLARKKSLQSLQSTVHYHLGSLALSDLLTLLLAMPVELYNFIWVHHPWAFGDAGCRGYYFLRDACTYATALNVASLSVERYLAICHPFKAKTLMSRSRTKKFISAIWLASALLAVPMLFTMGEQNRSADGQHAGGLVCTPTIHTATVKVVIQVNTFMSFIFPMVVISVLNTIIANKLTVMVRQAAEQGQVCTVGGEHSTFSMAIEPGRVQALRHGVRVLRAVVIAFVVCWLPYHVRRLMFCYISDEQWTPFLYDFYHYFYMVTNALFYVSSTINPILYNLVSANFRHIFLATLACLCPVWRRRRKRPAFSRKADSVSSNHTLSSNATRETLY
T cell modulator: modulates CD8 T cell binding to vesicles | calls only at 7 µM | 2C CD8+ T cell-vesicle binding, flow cytometry; active compounds read low | 330,000 compounds, 0.068% hits;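 active = response, share of CD8 T cells binding vesicles, and their 90th percentile fluorescence all below set limits, cut at about 80% in these data, passing the limit was not always enough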
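incubation = binding step 1.5 h, 37 °C, antibody labelling 20 min, ice | test system = 2C mouse CD8+ T cells | read-out basis = percent CD8+ FL2 mean versus row control | controls = Peptide-free naked vesicles (low) and QL9 vesicles with 0.7% DMSO vehicle (high) | detection = flow cytometry of vesicle-bound cells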
GPR35 arrestin U2OS: GPR35 antagonists blocking zaprinast-driven arrestin recruitment, primary screen, imaging, U2OS, beta-arrestin-GFP, zaprinast agonist (AID 2058). U2OS GPR35 beta-arrestin-GFP translocation imaging, zaprinast antagonism; higher % means a stronger effect. inhibition, % at 10 µM; hits with a dose series show IC50 in µM. 290,000 compounds, 0.052% hits;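 active = inhibition of at least 50% with at least 30 cells and total cytoplasm GFP at most 10,000,000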
LYP phosphatase: inhibitors of LYP phosphatase, biochemical, fluorescence intensity, uHTS (AID 1779); 290,000 compounds, 0.054% hits; recombinant LYP phosphatase, fluorescence intensity; higher % means a stronger effect; inhibition, % at 11.5 µM, or IC50 in µM where a hit was titrated; in the data active = inhibition above about 50%;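 also: plate controls were vehicle with enzyme for no effect and no enzyme for full effect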
Hep lipid drop cells 6.5 µM: recorded beside Hep lipid drop, whose call it bears; cell count; measured here: cell count, cytotoxicity flag;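 cells counted across two imaged fields per well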
T cell modulator vesicle-bound %: also measured in T cell modulator; calls as there; double positive events, %; measured here: CD8+ vesicle-bound cell fraction;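 binding gate set so that unloaded-vesicle control wells show 10% double positive cells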
NTR1 ag cell count 20 µM: further read-out of NTR1 ag, marked with its call; cell count; measured here: cell count, cytotoxicity flag
The depositor's hits bear a star; i = inactive; . = not tested or not shown; & = joins results of further samples.

mol,Hep lipid drop,Hep lipid drop cells 6.5 µM,GPR55 activation,Rac1 GTP hydrolysis,SV40 large T antigen,GPR55 antagonists,NTR1 ag,NTR1 ag cell count 20 µM,T cell modulator,T cell modulator vesicle-bound %,GPR35 arrestin U2OS,LYP phosphatase
CC1CCN(C(=S)c2ccccc2O)CC1,28.1,800,-0.2%,7.2%,14.2%,16.0%,5.1,102,i,6.7,0.7%,-0.2%
CCOC(=O)C1=C(CSc2nc3c(cc2C#N)CCC3)OC(N)=C(C#N)C1c1ccccc1 (stereo not given),-2.6,760,0.1%,3.1%,15.9%,8.2%,-0.9,36,.,.,-3.1%,-9.3%
CCCNC(=O)C(C)n1c2ccccc2c2nc(=O)cc(C)n21 (stereo not given),.,.,0.2%,.,6.0%,5.2%,.,.,.,.,-13.4%,-7.5%
CCn1c(-c2ccc(N)cc2)nc2ccccc21,.,.,-0.1%,4.1%,2.1%,0.3%,0.3,50,i,41.7,-1.2%,-9.0%
COc1cc2c(cc1OC)C(c1ccc(N(C)C)cc1)NCC2 (stereo not given),-24.7,796,-0.1%,5.6%,5.7%,0.4%,-1.0,48,i,14.2,13.2%,-4.8%
O=C(NCCCN1CCOCC1)C(Sc1ccccc1)c1ccccc1 (stereo not given),5.6,646,-0.3%,-4.8%,7.0%,2.5%,1.0,56,i,20.7,-15.4%,-13.4%
CCN(CC)CCCNC(=O)C1CCN(C(=O)c2oc3cc4sc(N(C)C)nc4cc3c2C)CC1,-15.5,719,0.2%,6.2%,0.6%,4.3%,-0.9,66,i,7.0,10.1%,-6.0%
CCCn1nc(CC(=O)O)c2ccccc2c1=O,3.9,712,0.2%,4.6%,6.9%,6.0%,-1.9,53,i,27.2,-14.1%,-4.3%
Cc1ccc(OCC(=O)NCCCNC(=O)c2ccncc2)cc1C,0.7,854,0.2%,5.6%,-0.9%,-3.4%,-0.7,45,i,16.6,3.6%,-5.3%
Cc1cc2cc(CCNC(=O)c3cccs3)c(=O)[nH]c2cc1C,13.6,784,0.7%,10.5%,-1.8%,7.8%,4.3,86,i,38.2,-8.4%,-2.9%
COCCCNC(=S)Nc1cccc(SC)c1,-0.5,777,0.8%,1.7%,9.3%,-6.7%,0.3,34,i,30.7,15.5%,-9.6%
O=C(O)/C=C\C(=O)Nc1ccccc1C#Cc1ccc(Br)cc1,7.0,642,-0.2%,0.2%,-1.7%,10.1%,3.8,64,i,29.8,-9.2%,-5.1%
Cc1ccc(N2CCN(C(=O)c3cccs3)CC2)cc1C,-10.8,748,0.2%,2.1%,8.3%,-6.7%,1.0,60,i,48.3,12.9%,-6.1%
Cc1csc(SCC(=O)NCc2ccc3c(c2)OCO3)n1,-15.6,672,-0.1%,4.3%,12.7%,6.3%,0.9,63,i,38.7,-11.2%,-7.1%
COc1ccc(-c2cc(=O)oc3c(C)c(OCC(=O)Nc4cccnc4)ccc23)cc1,-2.3,675,0.2%,6.3%,19.8%,26.1%,2.2,58,i,40.7,-5.5%,1.2%
CCCCCc1c(O)nc(SCC(=O)NCC2CCCO2)[nH]c1=O (stereo not given),8.4,667,-0.3%,1.6%,15.2%,-2.4%,1.4,55,i,51.5,-6.7%,-3.4%
COCCCNC(=O)c1ccc2c(c1)OCO2,-0.3,690,-0.1%,-1.7%,3.7%,-0.6%,1.7,91,i,29.9,2.0%,0.9%
CS(=O)(=O)c1ccccc1-c1nc(-c2ccc(C(F)(F)F)cc2)no1,.,.,-0.1%,11.8%,16.1%,-3.8%,1.4,53,i,14.5,17.2%,-5.8%
COc1ccc2ccc(=O)oc2c1CC=C(C)C,.,.,-0.3%,-3.0%,6.0%&25.4%,3.1%,-1.5,98,i,40.8,1.1%,-0.6%
CCCOc1ccc(Br)cc1/C=N/NC(=O)c1cc(OC)c(OC)c(OC)c1,-21.3,500,0.1%,-9.9%,4.6%,4.5%,5.2,55,i,47.3,3.2%,-11.1%
Cc1cc(C)n(C(=O)CNC(=O)c2ccccc2Br)n1,11.1,766,-0.2%,9.9%,7.8%,15.2%,-0.7,50,i,8.8,9.8%,-14.9%
COc1ccc(-n2c(SCC(=O)Nc3nccs3)nc3c(c2=O)SC(C)C3)cc1 (stereo not given),1.9,695,-0.1%,-0.8%,6.4%,6.9%,-0.7,106,i,14.3,2.9%,2.0%
COc1cc(Oc2ccccc2)nc(N)n1,.,.,.,-14.5%,13.9%,.,0.8,42,i,37.9,.,.
Cc1nn(Cc2cccc(C(=O)Nn3cc([N+](=O)[O-])cn3)c2)c(C)c1[N+](=O)[O-],11.4,630,0.0%,5.2%,28.4%,2.7%,0.2,43,i,10.6,6.8%,-11.3%
Cn1c(=O)n(C)c2cc(S(=O)(=O)NCC(=O)O)ccc21,-9.8,672,-0.5%,-0.1%,6.6%,-1.4%,0.3,33,i,46.8,-2.4%,-7.5%

New compounds follow:
mol,Hep lipid drop,Hep lipid drop cells 6.5 µM,GPR55 activation,Rac1 GTP hydrolysis,SV40 large T antigen,GPR55 antagonists,NTR1 ag,NTR1 ag cell count 20 µM,T cell modulator,T cell modulator vesicle-bound %,GPR35 arrestin U2OS,LYP phosphatase
COc1ccc(S(=O)(=O)N2CCN(c3ccccn3)CC2)cc1OC,3.5,762,-0.2%,-5.8%,13.9%,-11.9%,0.3,44,i,12.2,2.6%,-11.5%
CC(C)CNC(=O)C(=O)NCC1CCCN1S(=O)(=O)c1cccs1 (stereo not given),.,.,.,2.8%,23.9%,.,-0.7,57,i,42.2,.,.
CCC/C(O)=N\S(=O)(=O)c1ccc(N=NN(C)C)cc1,1.8,736,0.1%,5.8%,9.5%,2.2%,-0.6,47,i,25.9,-10.1%,-0.7%
CC/C(C)=N\Nc1nc(-c2cc3cc(OC)ccc3oc2=O)cs1,1.2,718,0.0%,5.8%,15.7%,2.6%,5.5,38,i,14.1,-8.1%,-0.8%
COc1ccc(NC(=O)C(CCSC)NC(N)=O)cc1Cl (stereo not given),25.6,674,2.0%,-1.8%,11.8%,3.3%,-1.0,46,i,24.6,-7.9%,1.3%
O=C(NCc1nnnn1-c1ccc(F)c(F)c1)C(=O)c1c[nH]c2ccccc12,.,.,.,3.1%,7.0%,.,-1.1,63,i,50.6,.,.
CCN(CC)CCCN(CC(=O)N(C)Cc1ccccc1)C(=O)c1ccc([N+](=O)[O-])cc1,-1.1,747,0.6%,5.7%,4.2%,-0.5%,1.6,62,i,56.3,-15.7%,-3.5%
CCC(=O)Nc1nc(C)c(-c2csc(Nc3ccc(C(=O)O)cc3)n2)s1,-12.6,807,0.6%,13.6%,.,0.3%,0.6,87,.,.,-11.5%,-2.4%
O=C(CCCN1CCC(O)(c2ccc(Br)cc2)CC1)c1ccc(F)cc1,.,.,.,13.9%,3.1%,.,2.2,49,i,24.9,.,.
O=C(Cn1c(=O)oc2cccnc21)Nc1ccccc1Oc1ccc(Cl)cc1Cl,-16.0,702,-0.1%,.,10.8%,17.3%,1.0,40,i,25.1,11.5%,-4.7%
COc1ccc(CC(NC(C)=O)C(=O)N2CCN(C(=O)N(C(C)C)C(C)C)CC2)cc1 (stereo not given),12.3,650,-0.2%,9.1%,-0.7%,-6.8%,0.5,92,i,32.5,-2.1%,-3.0%
COc1ccc(NC(=O)CNS(=O)(=O)c2ccc3nc(C)sc3c2)c(OC)c1,.,.,-0.1%,11.9%,0.5%,12.3%,-0.5,51,i,5.6,8.7%,9.7%
CCOc1cccc(/C=N/NC(=O)c2cccnc2)c1O,-1.4,796,-0.2%,2.9%,6.7%,4.2%,0.7,53,i,65.6,-7.2%,-10.2%
CC(C)N(Cc1ccccc1)C(=O)COc1ccccc1,-6.5,838,-0.4%,6.4%,1.0%,-0.1%,0.4,56,i,48.5,-8.8%,-9.2%
COc1ccc(S(=O)(=O)NCc2ccc(C(=O)O)cc2)cc1,-3.4,737,-0.1%,11.0%,23.5%,-2.0%,-0.7,64,i,54.3,-11.9%,-6.4%
O=C(NC1CCCCC1)c1ccc(S(=O)(=O)NCc2cccnc2)cc1,.,.,-0.2%,2.3%,4.2%,1.6%,-0.6,50,i,14.4,12.1%,-3.7%
CCCc1ccc2oc(C(=O)NCCN3CCCC(O)C3)c(C)c2c1 (stereo not given),-5.9,844,0.0%,9.0%,.,-7.0%,0.3,67,.,.,-15.0%,-10.2%
CC1CN(C(=O)CCS(=O)(=O)c2ccccc2)CC(C)O1 (stereo not given),20.7,656,0.2%,1.4%,0.3%,2.4%,0.4,31,i,39.5,7.4%,-8.1%
CC(=O)Nc1ccc(C2=NNC(=Nc3cccc(S(=O)(=O)N(C)C)c3)SC2)cc1,-7.2,645,-0.1%,18.4%,7.2%,-6.3%,-1.4,63,i,45.4,-11.4%,-0.9%
CC(C)CC(=O)c1c[nH]c(C(=O)N2CCN(Cc3ccccc3)CC2)c1,5.0,713,0.5%,6.5%,7.1%,5.1%,0.3,50,i,64.9,5.2%,-1.6%
O=C(Nc1cccc(Cl)c1)OC1CCCCc2cccnc21 (stereo not given),0.8,694,-0.2%,5.1%,3.3%,8.4%,0.2,58,i,46.0,4.0%,-5.3%
COc1ccc(CC(NC(C)=O)C(=O)NC2CCN(C(=O)Nc3ccccc3Cl)CC2)cc1OC (stereo not given),-5.2,675,-0.1%,8.3%,-6.1%,17.6%,4.1,90,i,27.4,-6.7%,-8.3%
O=C1CCN(Cc2ccc(Br)cc2)CCN1CCO,-2.3,803,0.0%,10.7%,23.9%,5.0%,-1.8,86,i,19.5,7.1%,-7.5%
Cc1cccc(NC(=S)NNC(=O)c2ccc3c(c2)OCO3)c1,1.0,717,-0.1%,4.0%,18.0%,-0.8%,-2.9,62,i,29.2,3.9%,-6.9%
Cn1cc(S(=O)(=O)N2CCOCC2)cc1C(=O)Nc1ccc(Cl)cc1,-1.4,739,-0.1%,7.9%,7.8%,4.4%,2.3,49,i,23.0,-1.5%,-11.3%
